Sm TGR block: qHTS Assay for the Inhibitors of Schistosoma Mansoni Peroxiredoxins; Schistosoma mansoni thioredoxin glutathione reductase (TGR), Q962Y6; purified TGR, DTNB reduction, TNB absorbance 405 nm; Potency, µM (doses to about 114 µM), for the others: at the highest dose activity change, negative = inhibition, usual class: inhibitors; actives 3% (n = 360,000); further: potency means the concentration at half of the fitted maximal effect; nearly all actives have a fitted effect of over 60% in size
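Kinetic colorimetric format: TGR-catalysed, NADPH-driven DTNB reduction monitored via TNB absorbance. Enzyme dispensed at 20 nM; compound exposure 15 min at room temperature before reaction start.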
AMA1 RON2 block: qHTS for Inhibitors of AMA1-RON; Towards Development of Antimalarial Drug Lead: Primary Screen; AlphaScreen AMA1-biotinylated RON2 peptide binding; Plasmodium falciparum AMA1 (3D7) - RON2 peptide interaction; actives 0.2% (n = 360,000); Potency, µM (series often up to 58.2 µM), inactives show at the top dose activity change, negative = inhibition, hits mostly inhibitors;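 further: potency means the concentration at half of the fitted maximal effect; 0% = vehicle wells and -100% = peptide control; nearly all actives have a fitted effect of over 45% in size; some results filed as inactive show a strong effect at the top dose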
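AMA1 (3D7) with his tag at 25 nM final met compounds first, then biotinylated RON2 peptide at 25 nM; detection used donor plus acceptor beads, 10 µg/mL apiece, read by AlphaScreen after 30 min at room temperature.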
FBPA Giardia inh: qHTS Assay for Inhibitors of Fructose-1,6-bisphosphate Aldolase from Giardia Lamblia; A8B2U2; purified Giardia FBPA; Potency, µM (highest dose often 59.6 µM), inactives show at the top dose activity, negative = inhibition, hits mostly inhibitors; actives 0.71% (n = 290,000); AID 2451, 2010; further: potency means the concentration at half of the fitted maximal effect; nearly all actives have a fitted effect of over 55% in size
Target sequence (A8B2U2 whole entry, looked up): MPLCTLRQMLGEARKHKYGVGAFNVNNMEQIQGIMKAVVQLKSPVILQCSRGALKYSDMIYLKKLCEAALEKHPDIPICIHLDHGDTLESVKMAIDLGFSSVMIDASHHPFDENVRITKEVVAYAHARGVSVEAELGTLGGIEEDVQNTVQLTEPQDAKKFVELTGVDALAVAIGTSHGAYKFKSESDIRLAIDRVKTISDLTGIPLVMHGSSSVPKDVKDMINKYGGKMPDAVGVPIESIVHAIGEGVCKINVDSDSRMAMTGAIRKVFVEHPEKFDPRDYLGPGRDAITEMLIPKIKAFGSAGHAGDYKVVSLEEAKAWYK
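40 nM FBPA preincubated 10 min at RT with compound (up to 57.5 uM final), then substrate plus GAPDH/TPI/NAD/arsenate coupling and diaphorase/resazurin added. Fluorescence read after 20 min at RT, 525/598 nm.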
AmpC detergent: qHTS Inhibitors of AmpC Beta-Lactamase (assay with detergent); AmpC hydrolysis of nitrocefin, absorbance 480 nm, 0.01% Triton; actives 0.041% (n = 370,000); Potency, µM (doses to about 114 µM), without a hit: at the top dose activity change, negative = inhibition, usual class: inhibitors; P00811;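 further: potency means the concentration at half of the fitted maximal effect; 0% = no-compound wells and -100% = no-enzyme wells; nearly all actives have a fitted effect of over 25% in size; some results filed as inactive show a strong effect at the top dose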
Target sequence (P00811 whole entry, looked up): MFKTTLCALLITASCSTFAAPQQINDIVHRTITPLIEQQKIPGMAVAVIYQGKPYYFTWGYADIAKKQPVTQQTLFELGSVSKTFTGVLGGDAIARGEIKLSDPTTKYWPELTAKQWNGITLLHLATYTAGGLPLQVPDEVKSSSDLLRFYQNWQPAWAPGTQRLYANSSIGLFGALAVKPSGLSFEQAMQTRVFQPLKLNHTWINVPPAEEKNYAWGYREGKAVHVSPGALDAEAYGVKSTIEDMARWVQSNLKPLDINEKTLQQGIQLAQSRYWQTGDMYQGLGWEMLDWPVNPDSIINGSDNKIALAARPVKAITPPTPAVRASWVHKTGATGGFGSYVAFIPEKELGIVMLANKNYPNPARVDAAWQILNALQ
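AmpC (5.3 nM in the dispensed reagent) in 20 mM phosphate pH 7.0 with 0.01% (detergent screen) or 0.0001% Triton X-100 was preincubated with compounds for 15 min at room temperature. Nitrocefin was then added from an 800 uM solution, and hydrolysis was followed at 480 nm.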
HCMV antiviral: qHTS Assay for inhibitors of the human cytomegalovirus (HCMV); actives 4.5% (n = 410,000); activity change, negative = inhibition, % at 57.5 µM; HFF cells, HCMV-luciferase reporter, 72 h; active compounds read low; in the data active means activity change below about -60%; inconclusive means no clear call, values can overlap the other calls; inactive means above about -39%
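Two compound doses tested in HFFs infected with HCMV-luciferase, MOI 1 PFU/cell, 72 h at 37C. Lysate luminescence read with OneGlo; data normalized against buffer-only and 10uM Salinomycin inhibitor controls.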
AmpC inh no detg: qHTS Inhibitors of AmpC Beta-Lactamase (assay without detergent) | P00811 | Potency, µM (series often up to 57.1 µM), without a hit: top-dose activity change, negative = inhibition, usual class: inhibitors | actives 0.52% (n = 330,000) | AmpC nitrocefin hydrolysis, absorbance 480 nm, 0.0001% Triton;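 further: potency means the concentration at half of the fitted maximal effect; plate controls were no compound for no effect and no enzyme for full effect; nearly all actives have a fitted effect of over 20% in size; some results filed as inactive show a strong effect at the top dose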
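AmpC (5.3 nM in the dispensed reagent) in 20 mM phosphate pH 7.0 with 0.01% (detergent screen) or 0.0001% Triton X-100 was preincubated with compounds for 15 min at room temperature. Nitrocefin was then added from an 800 uM solution, and hydrolysis was followed at 480 nm.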
Starred values were filed as active, the others as inactive; ? = inconclusive; · = no result given; [ ] = remark or other dose. Unless noted, the call rests on the fitted dose curve; in most records, active means well fitted curve in the direction sought with a large enough effect; inconclusive means small, poorly fitted or top-dose-only effect, or another doubt; inactive means no such curve, though single readings can be large; an effect the other way counts as inactive or inconclusive. Unless noted, on the % scale 0 is the no-effect control and ±100 the full control effect.

[1] CCCn1nnnc1NCc1ccc(C(C)C)cc1
[2] CN(C)c1ccc(NC(=O)CN2C(=O)CN=C(c3ccccc3)c3cc(Cl)ccc32)cc1
[3] CCOC(=O)c1ccc(NC(=O)CN(Cc2ccc(Cl)cc2)S(C)(=O)=O)cc1
[4] CCOc1ccc(C(=O)NC(C)CCc2ccccc2)cc1 (centres undefined)
[5] C=C(C)c1cccc(C(C)(C)NC(=O)NCCCN2CCCC2=O)c1
[6] O=C(COC(=O)C1(c2ccc(F)cc2)CCCC1)N1CCNC1=O
compound no.,1,2,3,4,5,6
FBPA Giardia inh,1%,-3%,-6%,0%,1%,·
AmpC inh no detg,-1%,48%,21%,-20%,12%,13%
AMA1 RON2 block,-9%,?,-16%,10%,1%,-5%
Sm TGR block,-22%,0%,-3%,40%,0%,4%
AmpC detergent,1%,-16%,0%,4%,-12%,-4%
HCMV antiviral,-39,23,51,28,16,-24

[7] CN(C)C(=O)c1nc2ccc(Cl)cn2c1CN1CCCC(OCc2cccnc2)C1 (centres undefined)
[8] Cc1ccc(S(=O)(=O)N2CCN(CC(=O)N/N=C/C=C/c3ccccc3)CC2)cc1
[9] CN(C)c1ccc(C(CNS(=O)(=O)c2ccc(Br)cc2)N2CCOCC2)cc1 (centres undefined)
[10] Cc1n[nH]c(C)c1S(=O)(=O)N(CC(=O)NC(C)c1ccccc1)c1ccc(C(C)C)cc1 (centres undefined)
[11] O=C(NC(=S)NN1CCCCC1c1cccnc1)c1ccc(Br)cc1 (centres undefined)
[12] Oc1ccc2ccccc2c1N=Nc1ccccn1
compound no.,7,8,9,10,11,12
FBPA Giardia inh,7%,5%,·,·,?,-1%
AmpC inh no detg,19%,38%,·,·,-24%,28%
AMA1 RON2 block,3%,14%[2.32 µM],·,·,36%[activator],10µM*
Sm TGR block,-17%,-8%,-14%,-2%,?,-7%
AmpC detergent,-1%,?,-1%,-2%,-9%,-5%
HCMV antiviral,5,20,-2,-25,-38,-98*

[13] O=C(COC(=O)C1CC1)Nc1ccc(OC(F)F)cc1
[14] O=C1c2ccccc2NC(c2ccco2)N1O (centres undefined)
[15] CC(C)(C)c1csc(NC(=O)c2cccnc2)n1
[16] CSc1ccc(OC2CCCCC2NS(=O)(=O)c2ccccc2)cc1 (centres undefined)
[17] CCC(=O)C1=C(c2ccc(C)cc2)N(C(=O)CC)n2c(nnc2C2CCCCC2)S1
[18] COc1ccccc1OCc1nc(-c2ccc([N+](=O)[O-])cc2)no1
compound no.,13,14,15,16,17,18
FBPA Giardia inh,-1%,?,0%,-8%,·,-1%
AmpC inh no detg,-10%,-7%,-11%,-36%,·,-14%
AMA1 RON2 block,1%,2%,0%,0%,·,?
Sm TGR block,0%,50µM*,11%,-7%,3%,6%
AmpC detergent,0%,-7%,-3%,-11%,-4%,-5%
HCMV antiviral,-30,102,-31,10,12,24

Single entries from the entries so far.
CCCn1nnnc1NCc1ccc(C(C)C)cc1 – HCMV antiviral = -39
COc1ccccc1OCc1nc(-c2ccc([N+](=O)[O-])cc2)no1 – AmpC inh no detg = -14%

(listing goes on)
[19] COc1ccc(NC(=O)c2oc3ccccc3c2NC(=O)c2cc3ccccc3o2)c(OC)c1
[20] C=CCNC(=O)c1onc(CSc2ccccc2CC)c1C(=O)O
[21] CC1(C)Oc2ccc(C(=O)NC3CC3)cc2N(CC(=O)N2CCOCC2)C1=O
[22] COc1ccc(NC(=O)CCS(=O)(=O)c2cc3c(cc2C)NC(=O)CO3)cc1
[23] CCOC(=O)c1c(NC(=O)CSc2nc3nc(C)cc(C)n3n2)sc(CC)c1C
[24] CCC(C)NC(=O)C1CCN(c2nc(OC)nc(OC)n2)CC1 (centres undefined)
compound no.,19,20,21,22,23,24
FBPA Giardia inh,·,19%,0%,12%,0%,5%
AmpC inh no detg,·,-23%,-11%,-11%,-20%,-8%
AMA1 RON2 block,·,1%,-5%,-2%,1%,7%
Sm TGR block,4%,0%,3%,?,2%,-3%
AmpC detergent,-6%,1%,-6%,-14%,-12%,-3%
HCMV antiviral,11,-19,25,-19,?,3

[25] COc1ccc(C)cc1S(=O)(=O)N1CC(C)OC(C)C1 (centres undefined)
[26] Cc1cc(OCC(=O)Nc2ccc(N3CCN(C)CC3)cc2)ccc1Cl
[27] COc1ccc(Nc2nc(NCCN3CCOCC3)nc(Nc3ccc(OC)cc3)n2)cc1
[28] Nc1nc(-c2cc(O)ccc2[N+](=O)[O-])cc(-c2ccccc2)c1[N+](=O)[O-]
[29] O=C(Nc1nnc(S(=O)(=O)N2CCc3ccccc32)s1)c1cccc(Cl)c1
[30] COc1ccc(-c2nc3ccccc3o2)cc1OC
compound no.,25,26,27,28,29,30
FBPA Giardia inh,16%,3%,-4%,1%,·,3%
AmpC inh no detg,1%,4%,116%[activator],-29%,·,0%
AMA1 RON2 block,2%,-11%,-19%,-1%,·,15%
Sm TGR block,-12%,-23%,0%,?,-9%,12%
AmpC detergent,-3%,-18%,2%,-12%,-6%,-3%
HCMV antiviral,-16,17,23,-69*,-25,166

[31] CCCCc1cc(=O)oc2cc(OCc3cc(OC)c(OC)c(OC)c3)c(Cl)cc12
[32] COc1cc2c(cc1OC)CN(C(=O)c1cc(S(=O)(=O)N3CCOCC3)c(Cl)cc1Cl)CC2
[33] Cc1ccccc1NC(=O)NC1(C(=O)N2CCOCC2)CCCCC1
[34] CCCCOC(=O)C1CCCC(C(=O)OCCCC)N1 (centres undefined)
[35] Cc1cc(NC(=O)CCC(=O)N(CC(=O)NCC2CCCO2)c2ccccc2)no1 (centres undefined)
[36] COc1ccc(-c2nnc(SCc3nc4ccccc4s3)n2C(C)C)cc1
compound no.,31,32,33,34,35,36
FBPA Giardia inh,-3%,·,-7%,-14%,?,-3%
AmpC inh no detg,-4%,161%[activator],-5%,26%,-7%,16%
AMA1 RON2 block,-3%,-3%,7%,6%,-3%,-7%
Sm TGR block,5%,0%,0%,8%,-12%,0%
AmpC detergent,6%,5%,0%,-17%,?,5%
HCMV antiviral,35,·,-7,27,-25,3

[37] CN(C(=O)c1cccc(C(=O)N(C)c2ccccc2)c1)c1ccccc1
[38] N/C(=N\OC(=O)CC1CCCCC1)c1ccccn1
[39] Clc1cccc(Cl)c1CO/N=C/c1cccs1
[40] N#CC1=C(N)Oc2n[nH]c(-c3ccccc3)c2C1c1ccncc1 (centres undefined)
[41] Nc1ccc2nc(-c3ccccc3)[nH]c2c1
[42] O=c1[nH]c(O)c(/C=C2\C=Nc3ccccc32)[nH]1
compound no.,37,38,39,40,41,42
FBPA Giardia inh,6%,0%,0%,3%,-13%,1%
AmpC inh no detg,10%,-15%,-25%,-22%,-19%,-18%
AMA1 RON2 block,-18%,23%,13%,-3%,-12%,-10%
Sm TGR block,7%,-13%,7%,2%,1%,-5%
AmpC detergent,-13%,0%,-1%,?,1%,-9%
HCMV antiviral,1,-60*,-5,7,152,15

Some of the entries so far, with values under each structure:
Results follow in this order: FBPA Giardia inh | AmpC inh no detg | AMA1 RON2 block | Sm TGR block | AmpC detergent | HCMV antiviral
#8 Cc1ccc(S(=O)(=O)N2CCN(CC(=O)N/N=C/C=C/c3ccccc3)CC2)cc1
  5% | 38% | 14%[2.32 µM] | -8% | ? | 20
#9 CN(C)c1ccc(C(CNS(=O)(=O)c2ccc(Br)cc2)N2CCOCC2)cc1 (centres undefined)
  · | · | · | -14% | -1% | -2

Carrying on.
[43] O=c1[nH]cc(S(=O)(=O)NCc2ccccc2)c(=O)[nH]1
[44] CC1(C)Oc2ccc3ccc(=O)oc3c2[C@@H](O)[C@@H]1O
[45] CC(=O)c1nc(N2C(=O)C3CC=C(C)CC3C2=O)sc1C (centres undefined)
[46] O=C(CCCOc1ccccc1)Nc1nncs1
[47] CCCC1CCC(=NNS(=O)(=O)c2ccc(C)c([N+](=O)[O-])c2)CC1 (centres undefined)
[48] O=C(COc1ccc(Br)cc1)Nc1cc(S(=O)(=O)N2CCCCC2)ccc1N1CCCCC1
compound no.,43,44,45,46,47,48
FBPA Giardia inh,-6%,·,0%,4%,0%,0%
AmpC inh no detg,-10%,-4%,-16%,-12%,-28%,-13%
AMA1 RON2 block,8%,68%[activator],6%,26%,-6%,6%
Sm TGR block,-10%,1%,-14%,-9%,-24%,6%
AmpC detergent,2%,3%,0%,-4%,-3%,2%
HCMV antiviral,-18,-11,32,5,-39,-27

[49] Cc1ccc(-c2nn(-c3cc(N4CCNCC4)ccc3[N+](=O)[O-])c(=O)c3ccccc23)cc1
[50] COC(=O)Nc1ccc(S(=O)(=O)N2CCC(C(=O)NCc3ccc4c(c3)OCO4)CC2)cc1
[51] O=C(Cc1ccccc1)Nc1ccccc1C(=O)N1CCCCC1
[52] O=C(NC1C(=O)NNC1c1ccc(Cl)cc1)c1ccc(F)cc1 (centres undefined)
[53] O=C1Cc2ccccc2C(=O)N1c1ccc(F)cc1Cl
[54] COc1ccccc1NC(=O)CN1CCOCC1
compound no.,49,50,51,52,53,54
FBPA Giardia inh,-1%,·,25%,-16%,-11%,4%
AmpC inh no detg,7%,-43%,-7%,-51%,-32%,-15%
AMA1 RON2 block,-13%,-7%,6%,29%,-27%,0%
Sm TGR block,17%,·,4%,-14%,-14%,-9%
AmpC detergent,5%,·,-3%,-6%,-7%,-12%
HCMV antiviral,-68*,27,-34,-37,23,19

[55] CCOc1ccccc1NC(=S)NCCc1ccc(F)cc1
[56] CCCC1=Nc2cc(C(=O)NCCN3CCCC3)ccc2Sc2ccccc21
[57] Cc1ccc(NC(=O)CSc2nc(=O)n(Cc3cccnc3)c3c2CCC3)cc1F
[58] Cc1cc2c(ncn2C)c(NS(=O)(=O)c2ccccc2Cl)c1C
compound no.,55,56,57,58
FBPA Giardia inh,-20%,-14%,·,-11%
AmpC inh no detg,-30%,145%[activator],·,?
AMA1 RON2 block,-2%,2%,·,2%
Sm TGR block,49%[activator],60%[activator],0%,-10%
AmpC detergent,?,?,-1%,2%
HCMV antiviral,-65*,?,-17,-33

Structures listed so far that have bromine:
[9] CN(C)c1ccc(C(CNS(=O)(=O)c2ccc(Br)cc2)N2CCOCC2)cc1 (centres undefined)
[11] O=C(NC(=S)NN1CCCCC1c1cccnc1)c1ccc(Br)cc1 (centres undefined)
[48] O=C(COc1ccc(Br)cc1)Nc1cc(S(=O)(=O)N2CCCCC2)ccc1N1CCCCC1
compound no.,9,11,48
FBPA Giardia inh,·,?,0%
AmpC inh no detg,·,-24%,-13%
AMA1 RON2 block,·,36%[activator],6%
Sm TGR block,-14%,?,6%
AmpC detergent,-1%,-9%,2%
HCMV antiviral,-2,-38,-27
